# Assay outcomes deposited in PubChem BioAssay by several laboratories.
# NCOA3 inh: human NCOA3 inhibition; HEK293 GAL4-SRC3 luciferase reporter, luminescence; 360,000 compounds, 0.17% hits; inhibition, % at 3.6 µM; AID 588352; Q9Y6Q9;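 active = inhibition above a per-campaign cutoff, the mean of all compounds plus 3 SD, cut at about 60% in these data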;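 note: 0% = DMSO-treated cells and 100% = gossypol-treated cells at 36 µM; higher means less SRC3-driven luciferase light from the GAL4 reporter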
# ABHD5 PLIN5 PPI: inhibitors of human ABHD5-perilipin-5 interaction | Q00G26+Q8WTS1 | Split G. princeps luciferase complementation, luminescence, 4 h | inhibition, % at 4 µM | 360,000 compounds, 0.78% hits | AID 602281;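 active = inhibition above the mean inhibition across every tested compound plus 3 SD, cut at about 22% in these data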;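 note: 0% = DMSO only wells and the 100% control is not disclosed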
# NR2F2 inh: inhibitors of human COUP-TFII (NR2F2). HEK293T NGFI-A luciferase reporter, luminescence. AID 686940. P24468. 370,000 compounds, 0.7% hits. inhibition, % at 8.6 µM;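 active = inhibition above a per-plate cutoff, mean inhibition of test wells between control levels plus 3 SD, cut at about 38% in these data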;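 note: cells cotransfected with COUP-TFII expression vector driving the NGFI-A reporter; 0% = median of COUP-TF2 test wells and 100% = reporter-only cells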
# Target sequence (P24468 whole entry, looked up): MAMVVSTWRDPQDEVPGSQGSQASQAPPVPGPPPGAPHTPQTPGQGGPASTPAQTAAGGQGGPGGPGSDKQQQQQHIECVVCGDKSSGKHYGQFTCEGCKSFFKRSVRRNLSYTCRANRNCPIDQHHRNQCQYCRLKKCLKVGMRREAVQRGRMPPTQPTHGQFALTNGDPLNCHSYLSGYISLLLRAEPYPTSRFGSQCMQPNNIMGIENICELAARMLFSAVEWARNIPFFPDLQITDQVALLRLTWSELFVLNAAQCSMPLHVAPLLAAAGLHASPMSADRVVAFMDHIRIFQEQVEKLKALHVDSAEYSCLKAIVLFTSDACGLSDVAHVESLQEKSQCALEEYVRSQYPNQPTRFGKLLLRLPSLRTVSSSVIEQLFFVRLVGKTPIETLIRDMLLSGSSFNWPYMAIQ
# LMP1 NFkB inh: reduces LMP1-driven NF-kappaB luciferase signal; LMP1-induced NF-kappaB luciferase reporter cells, luminescence; inhibition, % at 12.5 µM; 350,000 compounds, 0.69% hits; in the data active = inhibition above about 41%;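 note: 0% = neutral control wells and 100% = reference inhibitor control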
# NR5A2 inv ag: inverse agonists of human LRH-1 (NR5A2); O00482; HEK293T StAR-luciferase reporter, LRH-1 transfected, 24 h; inhibition, % at 3.6 µM; 360,000 compounds, 0.13% hits;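 active = inhibition above the mean inhibition of all tested compounds plus 3 SD, cut at about 73% in these data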;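 note: 0% = DMSO wells and 100% = reporter-only cells lacking LRH-1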
# MC4R antagonist: human MC4R antagonism in cAMP assay; 360,000 compounds, 0.48% hits; inhibition, % at 6.5 µM; MC4R-expressing cells, MTII-stimulated cAMP, LANCE TR-FRET; AID 540295;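 active = inhibition above its plate's cutoff, the mean of tested wells on that plate plus 3 SD, cut at about 29% in these data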;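 note: 0% = Melanotan II alone and 100% = Melanotan II plus saturating MCL0020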
# Target sequence (P32245 whole entry, looked up): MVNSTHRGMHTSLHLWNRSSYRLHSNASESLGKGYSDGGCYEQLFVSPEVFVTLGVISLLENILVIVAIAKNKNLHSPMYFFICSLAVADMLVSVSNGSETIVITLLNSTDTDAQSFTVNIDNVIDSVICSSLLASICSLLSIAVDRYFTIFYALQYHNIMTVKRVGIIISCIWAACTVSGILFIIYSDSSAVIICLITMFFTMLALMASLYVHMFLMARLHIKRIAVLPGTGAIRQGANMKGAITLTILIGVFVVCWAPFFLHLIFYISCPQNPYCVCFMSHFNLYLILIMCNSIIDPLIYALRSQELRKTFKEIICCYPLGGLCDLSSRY
#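 System: U2OS cells stably expressing human melanocortin 4 receptor (MC4R). Reagent: Melanotan II challenge after compound preincubation. Doses: 6.5 µM. Times: 30-min compound, 1-h challenge, 1-h detection, room temperature. Measured by: TR-FRET with Eu-cAMP and labeled anti-cAMP, 671 nm. Replicates: singlicate.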
# SRC1 inh: inhibits human SRC1 coactivator; HEK293 GAL4-SRC1 luciferase reporter, luminescence; inhibition, % at 3.6 µM; 360,000 compounds, 0.12% hits; AID 588354;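 active = inhibition above the campaign mean plus 3 SD, with each screening campaign given its own cutoff, cut at about 60% in these data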;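 note: 0% = DMSO treated cells and 100% = gossypol at 36 µM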
# NCOA2 inhibitor: inhibits human steroid receptor coactivator 2; HEK293 GAL4-SRC2 luciferase reporter, luminescence; inhibition, % at 9 µM; 370,000 compounds, 0.17% hits;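 active = inhibition above the mean inhibition of all tested compounds plus 3 SD, set per campaign, cut at about 52% in these data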;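 note: 0% = DMSO treated cells and 100% = cells given Gossypol at 36 µM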
# TLR9-MyD88 block: blocks human TLR9 binding to MyD88; CHO BLA complementation TLR9-MyD88, CCF4 FRET ratio; Q9NR96+Q99836; inhibition, % at 4.98 µM; AID 504734; 340,000 compounds, 0.21% hits;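 active = inhibition above the mean over all tested compounds plus 3 SD, cut at about 21% in these data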;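 note: 0% = DMSO only wells and 100% = clavulanate BLA inhibitor control wells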
# NOD2-RIPK2 inh: inhibitors of human NOD2-RIPK2 interaction. CHO BLA complementation NOD2-RIPK2, CCF4 ratio. inhibition, % at 4.98 µM. 360,000 compounds, 0.38% hits; in the data active = inhibition above about 21%;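 note: 0% = vehicle only and 100% = reference blocker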
# MC4R barr agon: human MC4R agonism via beta-arrestin | P32245 | U2OS MC4R beta-arrestin complementation, luminescence; percent of melanotan II response, DMSO zero | 360,000 compounds, 0.98% hits | activation, % at 8.9 µM;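 active = activation above a per-plate cutoff, the mean activation of sample wells on that plate plus 3 SD, cut at about 8% in these data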
# Active calls of the source: *; . = no result given. The list is partial, so the mix of outcomes need not match the whole.
TLR9-MyD88 block	NCOA3 inh	NOD2-RIPK2 inh	SRC1 inh	LMP1 NFkB inh	MC4R barr agon	NR2F2 inh	NR5A2 inv ag	NCOA2 inhibitor	ABHD5 PLIN5 PPI	MC4R antagonist	Molecule
6.0	10.6	-1.4	-6.7	10.2	-2.0	-10.2	-1.3	-12.6	2.9	21.9	O=CN/N=C/c1c(O)ccc2ccccc12
0.2	14.7	2.2	-7.1	0.4	-1.3	-10.3	-12.9	-0.4	-3.6	5.5	CC(=O)c1cccc(NC(=O)N2CCCCCC2)c1
3.4	-22.5	14.8	-27.2	5.7	0.1	-7.8	-50.0	-1.7	-4.2	4.2	CCc1cccc(CC)c1NC(=O)Cn1c(-c2ccccc2Cl)nc2ccccc21
.	14.1	-2.1	16.3	.	.	29.0	43.7	-3.2	-8.3	.	Cc1onc(-c2c(F)cccc2Cl)c1C(=O)Oc1ccccc1
-8.0	27.4	-8.7	7.0	-14.4	2.5	.	-15.2	.	-11.4	0.4	CC(C)CN1C(=S)SC(C)(C)C1n1oc(=O)n(-c2ccc(Cl)cc2)c1=O (stereo unspecified)
-4.7	1.2	4.2	9.1	-0.9	-0.8	6.2	16.6	15.5	3.1	-2.2	Cc1ccc(N2CN=C3SCC(=O)N3C2)cc1C
-2.2	-0.3	6.1	-1.6	0.6	0.4	16.3	12.1	-8.3	-1.4	10.0	Cc1ccccc1CN(C)C(=O)COC(=O)CSc1ccc([N+](=O)[O-])cc1
2.3	4.6	-11.9	-12.3	-14.2	0.2	3.1	7.1	9.0	-4.9	-6.2	CSc1ncnc2c1ncn2CCCNc1ccc(C)c(C)c1
4.8	5.8	11.5	11.3	0.6	-0.8	-8.2	-1.8	-1.1	3.9	0.6	c1ccc(Cn2ncc3ccccc32)cc1
-3.6	0.2	-3.1	-18.5	6.5	-1.2	-6.3	8.1	-28.8	32.9*	2.1	O=C(/C=C/c1cccc(Br)c1)c1ccc2c(c1)OCO2
-6.3	0.9	-1.3	4.6	7.7	-1.8	-3.0	-8.3	8.6	-8.7	11.6	COc1ccc(N2CC(C(=O)Nc3nnc(SCCC4OCCO4)s3)CC2=O)cc1 (stereo unspecified)
.	-6.8	-1.3	-6.9	.	3.1	-0.7	-10.5	-5.9	2.2	19.5	COc1cc(NC(=O)c2cc(-c3ccc(F)cc3OC(C)C)n[nH]2)cc(OC)c1OC
2.6	-24.8	-6.5	-50.3	-28.2	-1.4	-62.2	-98.2	-4.3	-0.6	6.6	COc1cc(NC(=O)c2cccs2)ccc1NC(=O)c1ccco1
0.1	1.2	-9.4	-10.6	2.1	-1.5	1.6	5.4	-12.2	0.1	4.0	CCOC(=O)C1CCN(Cc2ccc(F)cc2F)CC1
6.2	1.2	1.4	-14.2	9.8	-0.9	-14.3	-23.9	-11.2	0.8	7.4	COCCCNc1nc2nonc2nc1N1CCC(C(C)N2CCOCC2)CC1 (stereo unspecified)
5.9	-3.8	-10.7	4.4	5.9	-1.2	6.4	12.5	0.3	-0.8	-14.7	Cc1ccc(-n2c(C)cc(=O)cc2C)c(C)c1
0.8	10.4	-0.8	-33.5	-18.4	0.8	-2.1	-15.0	-36.5	8.4	3.1	CCc1n[nH]c(=S)n1N=C1CCC(C)CC1 (stereo unspecified)
9.4	3.2	3.2	-0.1	0.3	-0.3	6.8	-1.0	-0.6	3.9	8.9	CSCC[C@H](NC(=O)c1cccc([N+](=O)[O-])c1C)c1nc2ccccc2[nH]1
0.9	23.9	-3.2	13.2	21.7	1.0	5.7	-0.1	1.9	-2.9	3.5	Cc1sc(N2C(=O)C3C(C2=O)[C@H]2C=C[C@@H]3C2)c(C#N)c1C (stereo partly specified)
5.6	13.0	8.6	-6.0	-0.6	0.8	11.5	1.6	6.0	6.4	3.2	O=C1c2ccccc2C(=O)N1Cc1nc2ccccc2o1
-15.2	-3.7	-7.9	1.4	-21.2	-1.0	-5.2	-13.0	-3.2	3.1	6.5	O=C(CSCc1ccccc1)NC1CCSC1=O (stereo unspecified)
.	3.5	-10.9	-9.8	3.6	-1.5	9.0	0.2	20.0	2.7	0.2	CC(SC(=S)N1CCCC1)C(=O)O (stereo unspecified)
-1.0	-4.9	-12.1	-21.9	4.4	0.3	-17.5	0.2	-1.0	7.8	2.9	COc1ccc(CN2CCC(=O)N([C@H](CO)c3ccccc3)CC2)cc1OC
-10.1	-19.8	2.7	-23.2	-6.8	1.5	-7.3	-14.3	0.0	-3.4	10.7	COc1ccccc1OCC(=O)Nc1ccc2c(c1)n(C)c(=O)n2C
5.4	4.3	5.7	-3.7	6.7	-1.8	14.0	14.6	-19.1	0.3	3.1	COc1ccccc1N1CCN(C(c2ccc(C)cc2)c2nnnn2C(C)C)CC1 (stereo unspecified)
-4.1	-4.5	2.9	-21.4	-5.0	-1.0	-7.7	-30.6	17.7	-11.3	3.4	CN(CC1CCCO1)S(=O)(=O)c1ccc(C(=O)Nc2ccccc2F)cc1 (stereo unspecified)
3.6	-2.7	-4.9	-1.9	8.8	0.7	-3.0	-24.5	-27.5	6.2	4.1	Cc1ccc(S(=O)(=O)N2CCCCC2)cc1NC(=O)CCN1C(=O)C2CC=CCC2C1=O (stereo unspecified)
4.6	11.1	-7.2	-3.8	-2.6	-0.2	-6.8	-1.5	1.6	7.8	2.2	COc1ccc(S(N)(=O)=O)cc1C(=O)NCC1(N2CCCCC2)CCCCC1
-4.1	-81.6	-6.2	-82.4	-27.9	-0.1	-33.0	-92.0	-21.9	0.9	2.1	Cn1c(COc2ccccc2Br)nc2ccccc21
-3.9	7.2	-10.2	2.7	8.9	-2.8	12.6	-5.3	-8.0	-3.3	8.9	COc1cc(OC)cc(C(=O)Nc2nc(-c3ccccc3)c(-c3ccccc3)o2)c1
-0.9	4.8	-8.5	8.3	-1.5	-0.3	-4.8	8.2	-31.1	-1.2	-7.7	Cc1cccc(NC(=O)CNC(=O)COC(=O)c2ccco2)c1C
-3.3	9.7	-3.6	-13.0	-17.1	1.6	-3.5	8.4	4.7	-0.8	15.1	COc1ccc(CN(C(=O)c2cccs2)c2ccccc2C(=O)O)cc1
-4.0	17.4	-6.3	3.9	-0.5	-1.4	-2.1	6.1	12.0	-4.2	-8.9	Nn1c(=S)[nH]nc(Cc2ccc(O)cc2)c1=O
1.1	-4.8	-8.2	0.9	-6.7	0.8	-5.2	-26.6	18.1	9.4	7.8	CCN1CCN(C(c2ccccc2)c2sc3nc(C)nn3c2O)CC1 (stereo unspecified)
-2.6	7.3	3.4	-22.2	1.0	-0.1	-2.1	-0.4	-1.5	-1.6	-5.1	CC(=O)N1C[C@H]2CON(C)[C@H]2C[C@H]1c1ccccc1Br
-10.7	7.5	-9.8	4.9	-3.9	1.9	22.7	2.3	-22.6	1.5	14.7	CCOC(=O)c1c(-c2ccc(C)cc2)csc1NC(=O)C1CCCO1 (stereo unspecified)
-11.5	4.8	-3.2	-11.9	1.6	-0.5	3.9	4.6	-0.5	-3.0	5.3	O=C(NC1CCCCC1)c1cc(Cl)ccc1[N+](=O)[O-]
-5.7	7.8	-1.1	-0.1	8.4	-1.0	-3.9	1.4	-2.6	-8.7	5.0	COC(=O)CCCCCCCCC(O)CN(C)C (stereo unspecified)
-4.5	9.4	1.1	-5.2	1.8	-1.0	13.1	5.3	-5.0	0.2	0.4	CCOc1ccc(NS(=O)(=O)c2ccc(OCC(=O)NCCCOC)cc2)cc1
7.4	2.4	-3.0	-2.6	2.7	-3.5	18.9	0.0	0.1	1.3	4.3	O=C(COC(=O)c1ccccc1SCC(=O)NC1CCS(=O)(=O)C1)NC1CCS(=O)(=O)C1 (stereo unspecified)
-0.7	15.3	-3.3	8.8	5.6	4.5	4.5	10.3	-6.6	-21.5	-5.9	O=C(COc1ccccc1)NC(=S)Nc1cccc2c(O)cccc12
-1.8	-8.9	-1.2	-10.8	2.1	-1.4	4.6	-11.5	-8.7	0.8	3.9	CN(C(=O)CSc1nc2ccccc2c(=O)n1-c1ccc(F)cc1F)C1CCS(=O)(=O)C1 (stereo unspecified)
4.2	-3.2	-5.8	-9.8	2.1	0.7	13.6	-17.1	12.1	-2.4	8.2	CCN(C(=O)CSc1nnc2ccccn12)c1c(N)n(Cc2ccccc2)c(=O)[nH]c1=O
-3.5	7.4	-1.2	-3.3	-2.6	-0.8	-5.6	2.2	2.5	3.0	10.0	O=C1OCc2nc3cc4c(cc3c(-c3ccc(F)cc3)c21)OCO4
-6.4	6.2	-4.3	-4.5	7.7	1.6	-11.3	9.3	-4.8	6.8	12.2	CCCCNC(=O)/C(=C/c1ccccc1)NC(C)=O

# Whole records from above. Values in the order: TLR9-MyD88 block, NCOA3 inh, NOD2-RIPK2 inh, SRC1 inh, LMP1 NFkB inh, MC4R barr agon, NR2F2 inh, NR5A2 inv ag, NCOA2 inhibitor, ABHD5 PLIN5 PPI, MC4R antagonist
# CCc1n[nH]c(=S)n1N=C1CCC(C)CC1 (stereo unspecified) as listed: 0.8, 10.4, -0.8, -33.5, -18.4, 0.8, -2.1, -15.0, -36.5, 8.4, 3.1
# Cc1onc(-c2c(F)cccc2Cl)c1C(=O)Oc1ccccc1 as listed: ., 14.1, -2.1, 16.3, ., ., 29.0, 43.7, -3.2, -8.3, .
# CC(=O)N1C[C@H]2CON(C)[C@H]2C[C@H]1c1ccccc1Br as listed: -2.6, 7.3, 3.4, -22.2, 1.0, -0.1, -2.1, -0.4, -1.5, -1.6, -5.1
# CCc1cccc(CC)c1NC(=O)Cn1c(-c2ccccc2Cl)nc2ccccc21 as listed: 3.4, -22.5, 14.8, -27.2, 5.7, 0.1, -7.8, -50.0, -1.7, -4.2, 4.2
# O=C1OCc2nc3cc4c(cc3c(-c3ccc(F)cc3)c21)OCO4 as listed: -3.5, 7.4, -1.2, -3.3, -2.6, -0.8, -5.6, 2.2, 2.5, 3.0, 10.0

# 3 compounds out of the list above, sorted by their value in LMP1 NFkB inh, lowest first:
Compound	LMP1 NFkB inh
O=C1OCc2nc3cc4c(cc3c(-c3ccc(F)cc3)c21)OCO4	-2.6
CCN(C(=O)CSc1nnc2ccccn12)c1c(N)n(Cc2ccccc2)c(=O)[nH]c1=O	2.1
CCCCNC(=O)/C(=C/c1ccccc1)NC(C)=O	7.7
